Screens (PubChem BioAssay)
RECQ1 helicase – blocks DNA unwinding by human RECQ1. P46063. Potency, µM (titrated, usually from 57.3 µM), for the others: top-dose activity, negative = inhibition, actives largely listed as inhibitors. RECQ1 DNA unwinding, red fluorescence kinetic read. hit rate 0.54% among 240,000;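 further: plate controls were vehicle for no effect and no enzyme for full effect; nearly all actives have a fitted effect of over 30% in size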
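50 nM RECQ1T1 preincubated 15 min with compound in Tris pH 8.0 buffer with MgCl2, DTT, Tween-20 and 2.5 ug/ml poly(dI-dC); started with 200 nM TAMRA/BHQ-2 forked duplex and 2 mM ATP. Unwinding read as fluorescence (525/598 nm), two reads 2 h apart.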
TRb SRC2 PPI – disrupts binding of human TR beta to SRC2. P10828. TRbeta-SRC2 peptide binding, fluorescence polarization; receptor liganded with 1 µM T3. Potency, µM (doses to about 106 µM), for the others: at the top dose activity change, negative = inhibition, most hits filed as inhibitors. hit rate 0.065% among 280,000. AID 1469;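 further: plate controls were bound peptide for no effect and peptide without receptor for full effect; nearly all actives have a fitted effect of over 50% in size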
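Each compound concentration gave % activity, normalized to unbound and bound Texas Red SRC2 controls, from polarization read after 5 hr ambient incubation with T3-loaded human TRb LBD.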
Tau FP inhib – tau fibrillization inhibition (FP) | P10636 | K18 P301L tau heparin fibrillization, Alexa594 FP, 6 h | Potency, µM (doses to about 57.7 µM), without a hit: at the highest dose activity, negative = inhibition, hits mostly inhibitors | hit rate 0.39% among 280,000; further: nearly all actives have a fitted effect of over 55% in size
Target sequence (P10636 561-689 P618L limits assumed): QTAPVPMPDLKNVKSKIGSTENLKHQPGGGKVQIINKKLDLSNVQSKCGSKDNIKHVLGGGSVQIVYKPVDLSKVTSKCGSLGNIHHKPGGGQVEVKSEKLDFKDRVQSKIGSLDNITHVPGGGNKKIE
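Heparin (20 uM) drove fibril formation of recombinant tau K18 P301L, 15 uM unlabeled with 0.24 uM Alexa 594 label, for 6 hr at 37 C in 100 mM sodium acetate pH 7. Fluorescence polarization (555/632 nm) read 1 hr after 30 uM ThT.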
JMJD2E inh – blocks human JMJD2E demethylase activity; JMJD2E catalytic domain, FDH-coupled NADH fluorescence (FDH is formaldehyde dehydrogenase); Potency, µM (titrated, usually from 57.1 µM), for the others: top-dose activity change, negative = inhibition, usual class: inhibitors; AID 2147; hit rate 1.6% among 230,000; active means well fitted inhibition curve with a large enough effect, not every such curve was filed as active; inconclusive means small, poorly fitted or top-dose-only effect, or another doubt; inactive means no such curve, though single readings can be large or run the other way;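 further: 0% = wells with enzyme and -100% = buffer wells without enzyme; nearly all actives have a fitted effect of over 50% in size; many of its hits are not listed in these tables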
Target sequence (B2RXH2 1-337 limits assumed): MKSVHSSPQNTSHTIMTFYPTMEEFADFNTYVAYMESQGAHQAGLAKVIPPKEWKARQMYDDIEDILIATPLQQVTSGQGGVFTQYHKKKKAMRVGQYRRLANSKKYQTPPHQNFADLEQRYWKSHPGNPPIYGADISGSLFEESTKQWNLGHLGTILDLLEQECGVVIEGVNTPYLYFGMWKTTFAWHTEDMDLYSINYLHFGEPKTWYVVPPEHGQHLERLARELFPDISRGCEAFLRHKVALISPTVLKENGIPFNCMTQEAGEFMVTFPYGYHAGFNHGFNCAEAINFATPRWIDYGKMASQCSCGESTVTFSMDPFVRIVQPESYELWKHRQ
TR SRC2 fluor cs – alters Texas Red total fluorescence, flagging assay interference | TRb/SRC2 Texas Red total fluorescence interference | Potency, µM (series often up to 106 µM), for inactives: at the top dose fluorescence change, negative = quenching | hit rate 0.29% among 280,000 | AID 1479; active means well fitted curve in either direction with a large enough effect; inconclusive means small, poorly fitted or top-dose-only effect
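Human TRβ ligand-binding domain (0.6 uM) and Texas Red SRC2 peptide (20 nM) in Tris buffer with 1 uM T3 and 5% DMSO were incubated with pinned compound for 5 hr at ambient temperature. Total fluorescence was computed as S + 2P (555/632 nm).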
RGS12 GoLoco inh – inhibitors of human Gai1-RGS12 GoLoco interaction (red fluorophore). P63096. Gai1:RGS12 GoLoco peptide FP, rhodamine, 10 min. Potency, µM (doses to about 61.6 µM), without a hit: at the top dose activity, negative = inhibition, actives largely listed as inhibitors. AID 880. hit rate 0.44% among 230,000; active means well fitted inhibition curve with a large enough effect, not every such curve was filed as active; inactive means no such curve, though single readings can be large or run the other way; further: nearly all actives have a fitted effect of over 30% in size; many of its hits are not listed in these tables
Target sequence (P63096 whole entry, looked up): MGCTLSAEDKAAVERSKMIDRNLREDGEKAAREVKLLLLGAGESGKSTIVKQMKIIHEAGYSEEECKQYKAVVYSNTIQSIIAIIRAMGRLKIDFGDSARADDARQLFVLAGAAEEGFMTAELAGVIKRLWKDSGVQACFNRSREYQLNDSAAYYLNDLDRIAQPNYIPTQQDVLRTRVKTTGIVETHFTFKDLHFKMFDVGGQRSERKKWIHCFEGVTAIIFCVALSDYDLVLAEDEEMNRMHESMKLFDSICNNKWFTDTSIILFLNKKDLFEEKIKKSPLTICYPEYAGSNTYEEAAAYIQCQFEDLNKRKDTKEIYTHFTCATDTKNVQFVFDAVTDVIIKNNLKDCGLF
L3MBTL1 inh – blocks human L3MBTL1 | Q9Y468 | AlphaScreen L3MBTL1–H3K9me1 peptide binding | Potency, µM (series often up to 57.1 µM), inactives show at the highest dose activity, negative = inhibition, most hits filed as inhibitors | hit rate 0.66% among 230,000; further: nearly all actives have a fitted effect of over 60% in size
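Displacement of a biotinylated histone H3(1-15) peptide monomethylated at Lys9 (75 nM) from L3MBTL1 (50 nM) was measured by AlphaScreen after a 30 min room-temperature compound incubation; cefsulodin titration served as intraplate control.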
Tau ThT inhib – inhibitors of human tau fibril formation, thioflavin T binding | P10636 | recombinant tau K18 P301L (four-repeat tau fragment), heparin-induced fibrillization, ThT fluorescence | Potency, µM (series often up to 57.4 µM), inactives show at the top dose activity, negative = inhibition, usual class: inhibitors | hit rate 2.1% among 270,000 | AID 1460; further: nearly all actives have a fitted effect of over 55% in size
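Recombinant human tau K18 fragment […] carrying P301L, 15 uM unlabeled plus 0.24 uM Alexa 594-labeled, was fibrillized with 20 uM heparin in 100 mM sodium acetate pH 7 for 6 hr at 37 C; 30 uM ThT fluorescence read after 1 hr.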
The depositor's hits bear a star; i = inactive; ? = inconclusive; . = not tested or not shown; & = joins results of further samples; ! = a repeat was not active; [ ] = remark or other dose. Unless noted, the call rests on the fitted dose curve; in most records, active means well fitted curve in the direction sought with a large enough effect; inconclusive means small, poorly fitted or top-dose-only effect, or another doubt; inactive means no such curve, though single readings can be large; an effect the other way counts as inactive or inconclusive. Unless noted, on the % scale 0 is the no-effect control and ±100 the full control effect; potency means the concentration at half of the fitted maximal effect. These rows are one share of the data. The share of hits here may be higher or lower than overall.

No. | mol | RECQ1 helicase | TRb SRC2 PPI | Tau FP inhib | JMJD2E inh | TR SRC2 fluor cs | RGS12 GoLoco inh | L3MBTL1 inh | Tau ThT inhib
1 | CC(C)CN1CCN(Cc2ccc(C(F)(F)F)cc2)CC1CCO (configuration not stated) | -1% | -2% | -4% | 5% | 0% | -1% | -2% | -3%
2 | C=CCc1cc(OC)c2c(c1)OCO2 | -3% | -8% | . | . | -1% | 18% | 8% | .
3 | Cn1c(=O)c2c(nc(SCc3ccccc3)n2Cc2ccc(Cl)cc2)n(C)c1=O | -2% | -3% | 7% | -1% | -1% | -2% | -2% | ?
4 | Cc1ccc2c(c1)C1CN(C)CCC1N2C(=O)/C=C/c1ccc2c(c1)OCO2 (configuration not stated) | -16% | -7% | 3% | -9% | -1% | 13% | -20% | 10%
5 | COc1ccc(CNC(=O)C(NC(C)=O)C(C)C)cc1OC (configuration not stated) | -3% | -1% | -2% | 1% | -4% | 3% | . | 0%
6 | CC1(C)CC(=O)C(C2(O)C(=O)NC(=O)NC2=O)=C(O)C1 | 1% | -26% | ? | -19% | 2% | -2% | -13% | 6.3µM*
7 | CN1C(=O)N(C)C(=O)C2(Cc3c(nc4ccccn4c3=O)N3CCc4ccccc4C32)C1=O (configuration not stated) | -4% | 3% | 4% | 0% | 1% | -2% | 0% | -15%
8 | C[N+]1(C)CCN(c2ccccc2)CC1 | -9%&-4% | -3%&-5%&-3% | -9%&-1%&-5% | -26%&-13% | -1%&0%&-1% | 28µM*! | 1% | -7%&-10%&-16%
9 | c1cc2c(cc1CCNC1CCCCCC1)OCO2 | 5% | 7% | -3% | ? | 0% | -1% | 18%[11.4 µM] | -5%
10 | CSc1nnc(C2CCNCC2)n1C | 1% | -7% | -12% | -1% | -2% | 3% | 8% | -8%
11 | CC(=NCc1ccco1)c1c(O)n(-c2ccc(C)cc2)c(=O)[nH]c1=O | -6% | -3% | 8% | 10% | 0% | 4% | 4% | -9%
12 | C=CCn1c(O)c(C(CC)=NCC2CCCO2)c(=O)[nH]c1=O (configuration not stated) | -8% | -1% | 2% | 2% | -1% | 6% | 15% | -8%
13 | Cc1ccc(-c2nn3c(=O)cc(CN4CCN(C(=O)COc5ccc(C)c(C)c5)CC4)nc3s2)cc1 | . | -9% | -4% | . | -1% | . | . | ?
14 | C[C@H](CCC(=O)O)C[C@H](C)C[C@H](C)C(=O)/C=C(\O)[C@H](C)C[C@H](C)C/C=C/[C@@H](C)[C@@H](O)[C@@H](C)[C@@H](O)C[C@@H]1CC[C@@](C)([C@H]2CC[C@@](C)([C@@H](C)O)O2)O1 | -4% | 7% | 5% | . | 1% | 12% | . | ?
15 | COc1ccc(N=C2SCCCN2C)cc1 | -2% | -8% | 1% | -9% | 1% | 7.9µM* | 10% | -1%
16 | CCc1cc(=O)[nH]c(SCCCF)n1 | -13% | -10% | 3% | 7% | -5% | -11% | . | -3%
17 | CN(C)CC1CSCCC1(O)c1ccccc1 (configuration not stated) | -3% | -4% | 3% | 8% | -5% | 0% | -2% | 3%
18 | CCOC(=O)C1CCN(C=C2C(=O)N(C)C(=S)N(C)C2=O)CC1 | -2% | -9% | 2% | 11% | 1% | 5% | -2% | -16%
19 | CCN(CC)CCCN=Cc1c(O)n(Cc2ccc(F)cc2)c(=O)[nH]c1=O | -5% | -7% | -5% | 0% | -2% | -5% | 0% | -3%
20 | COc1cc2c3cc1Oc1cc(ccc1O)C[C@@H]1c4c(cc(OC)c(O)c4Oc4ccc(cc4)C[C@H]3N(C)CC2)CCN1C | 25% | -3% | 4% | -8% | -7% | 10% | -1% | ?
21 | CCCCCCCC(=O)Cl | -5% | 1% | . | . | -1% | 3% | . | .
22 | COc1cccc(C2=CC(c3cc(Br)ccc3F)n3nnnc3N2)c1 (configuration not stated) | . | 3% | ? | . | 0% | . | . | ?
23 | COC(=O)C1C2c3ccccc3OC1(C)N=c1s/c(=C/c3cnn(C)c3)c(=O)n12 (configuration not stated) | 0% | -3% | -10% | -23% | -7% | 18% | . | -13%
24 | C[C@H]1CC[C@@H]2[C@@H](C)C(=O)O[C@H]3O[C@@]4(C)CC[C@H]1[C@@]32OO4 | -6%[25.9 µM] | 8%[53 µM] | . | -1%[25.5 µM] | -1%[53 µM] | -6%[21.6 µM] | . | .
25 | Cc1cccc(NP(=O)(Oc2ccccc2F)Oc2ccccc2F)c1C | 6% | 0% | 12% | -6% | 0% | 1% | 10% | -11%
26 | Cc1ccc2nc3c(cc2c1)CC1(C(=O)N(C)C(=O)N(C)C1=O)C1CCCCN31 (configuration not stated) | i | -4% | -6% | ? | -13% | 3% | . | -21%
27 | COc1ccc(NC(=O)c2ccco2)cc1NC(=O)COc1cc(C)cc(C)c1 | . | -9% | -5% | . | ? | . | . | -12%
28 | COc1ccccc1CC1/C(=N/O)C2CCN1CC2 (configuration not stated) | 5% | -3% | 2% | 1% | -6% | -5% | -2% | 0%
29 | COc1cc(C(O)CN)ccc1O (configuration not stated) | 0% | 3% | 3% | 3% | -3% | 8% | -1% | -3%
30 | CN(C(=O)Cc1ccc(Cl)c(Cl)c1)[C@H](CN1CCCC1)c1cccc(N=C=S)c1 | ? | 4% | ? | -3% | 0% | 9% | . | -17%
31 | COC(=O)c1cn(C(=O)c2cccc3ccccc23)c2ccccc12 | -3% | 3% | ? | -10% | -1% | 12% | . | .
32 | c1cncc(C2=NCCC2)c1 | i | 2% | 1% | 2%[25.5 µM] | ? | 5% | . | 0%
33 | O=C(c1ccccc1)N1CCC2(CC1)OCCO2 | -7% | -6% | 10% | -4% | -4% | 0% | 9% | -3%
34 | CCOC(=O)N1CCN(Cc2cn3ccccc3n2)CC1 | -4% | -17% | 5% | ? | -2% | 5% | 4% | -5%
35 | COc1c(O)c2c(=O)cc(OC)c3c4c(OC)cc(=O)c5c(O)c(OC)c(C[C@@H](C)OC(=O)c6ccccc6)c(c(c1C[C@@H](C)OC(=O)Oc1ccc(O)cc1)c23)c54 | -3% | -28% | 4% | . | ? | 16µM* | . | -11%
36 | O=C(c1ccc(CNS(=O)(=O)c2ccc(Br)cc2)cc1)N1CCC2(CC1)OCCO2 | 5% | -1% | 1% | 2% | -1% | 2% | -5% | -4%
37 | O=C1Nc2cc(Cl)c(Cl)cc2N2CCNC[C@H]12 | -3% | 2% | -4% | -25% | -1% | 3% | . | -15%
38 | CCN1C(=O)c2ccccc2Sc2ccc(NC(=O)c3ccc(C)c(F)c3)cc21 | . | -2% | ? | . | 2% | . | . | 5%
39 | CCc1ccc(NC(=O)c2ccc(F)c(S(=O)(=O)N3CCc4ccccc4C3)c2)cc1 | . | 0% | ? | . | -1% | . | . | -2%
40 | C=CCn1c(O)c(/C=N/N2CCCCC2c2cccnc2)c(=O)[nH]c1=S (configuration not stated) | -16% | 4% | 4% | 0% | -4% | 132%[activator] | -4% | -9%
41 | Clc1ccccc1CN1CCN(c2cccc3[nH]ccc23)CC1 | -8% | -6% | ? | -5% | 2% | -1% | -3% | -23%
42 | Cc1ccccc1NC1=NCCCS1 | -4% | -10% | 3% | 4% | -2% | 0% | 5% | -3%
43 | COc1ccccc1CC1C(=O)C2CCN1CC2 (configuration not stated) | i | -5% | -4% | 2% | -2% | 10% | 2% | 3%
44 | O=C1NC(=O)N(c2cccc(Cl)c2)C(=O)/C1=C\c1ccc(Sc2nc3ccccc3[nH]2)o1 | 13µM* | . | ? | ? | 22µM*[fluorescent] | -43% | 32µM* | 13µM*

Twelve of these compounds in a different format.
Each structure is followed by: RECQ1 helicase, TRb SRC2 PPI, Tau FP inhib, JMJD2E inh, TR SRC2 fluor cs, RGS12 GoLoco inh, L3MBTL1 inh, Tau ThT inhib
(31) COC(=O)c1cn(C(=O)c2cccc3ccccc23)c2ccccc12
 : -3%, 3%, ?, -10%, -1%, 12%, ., .
(32) c1cncc(C2=NCCC2)c1
 : i, 2%, 1%, 2%[25.5 µM], ?, 5%, ., 0%
(33) O=C(c1ccccc1)N1CCC2(CC1)OCCO2
 : -7%, -6%, 10%, -4%, -4%, 0%, 9%, -3%
(34) CCOC(=O)N1CCN(Cc2cn3ccccc3n2)CC1
 : -4%, -17%, 5%, ?, -2%, 5%, 4%, -5%
(35) COc1c(O)c2c(=O)cc(OC)c3c4c(OC)cc(=O)c5c(O)c(OC)c(C[C@@H](C)OC(=O)c6ccccc6)c(c(c1C[C@@H](C)OC(=O)Oc1ccc(O)cc1)c23)c54
 : -3%, -28%, 4%, ., ?, 16µM*, ., -11%
(36) O=C(c1ccc(CNS(=O)(=O)c2ccc(Br)cc2)cc1)N1CCC2(CC1)OCCO2
 : 5%, -1%, 1%, 2%, -1%, 2%, -5%, -4%
(37) O=C1Nc2cc(Cl)c(Cl)cc2N2CCNC[C@H]12
 : -3%, 2%, -4%, -25%, -1%, 3%, ., -15%
(38) CCN1C(=O)c2ccccc2Sc2ccc(NC(=O)c3ccc(C)c(F)c3)cc21
 : ., -2%, ?, ., 2%, ., ., 5%
(39) CCc1ccc(NC(=O)c2ccc(F)c(S(=O)(=O)N3CCc4ccccc4C3)c2)cc1
 : ., 0%, ?, ., -1%, ., ., -2%
(40) C=CCn1c(O)c(/C=N/N2CCCCC2c2cccnc2)c(=O)[nH]c1=S (configuration not stated)
 : -16%, 4%, 4%, 0%, -4%, 132%[activator], -4%, -9%
(41) Clc1ccccc1CN1CCN(c2cccc3[nH]ccc23)CC1
 : -8%, -6%, ?, -5%, 2%, -1%, -3%, -23%
(42) Cc1ccccc1NC1=NCCCS1
 : -4%, -10%, 3%, 4%, -2%, 0%, 5%, -3%

Part of the list above, with two lines to a compound.
Results follow in this order: RECQ1 helicase	TRb SRC2 PPI	Tau FP inhib	JMJD2E inh	TR SRC2 fluor cs	RGS12 GoLoco inh	L3MBTL1 inh	Tau ThT inhib
(21) CCCCCCCC(=O)Cl
 : -5%	1%	.	.	-1%	3%	.	.
(22) COc1cccc(C2=CC(c3cc(Br)ccc3F)n3nnnc3N2)c1 (configuration not stated)
 : .	3%	?	.	0%	.	.	?
